Source: PubChem BioAssay (several laboratories)
RmlCD inh 1536: inhibitors of Mycobacterium tuberculosis RmlC and RmlD coupled enzymes; RmlC+RmlD coupled enzyme assay, percent inhibition; primary screen in compound mixtures; inhibition, % at 3.6 µM; AID 1533; P9WH09+P9WH11; 160,000 compounds, 0.03% hits; in the data active means inhibition mostly above about 34%, no sharp cut-off; inconclusive means no clear call, values can overlap the other calls; inactive means mostly below about 22%; further: some results filed as inactive read as strong as hits
Target sequence (P9WH09 whole entry, looked up): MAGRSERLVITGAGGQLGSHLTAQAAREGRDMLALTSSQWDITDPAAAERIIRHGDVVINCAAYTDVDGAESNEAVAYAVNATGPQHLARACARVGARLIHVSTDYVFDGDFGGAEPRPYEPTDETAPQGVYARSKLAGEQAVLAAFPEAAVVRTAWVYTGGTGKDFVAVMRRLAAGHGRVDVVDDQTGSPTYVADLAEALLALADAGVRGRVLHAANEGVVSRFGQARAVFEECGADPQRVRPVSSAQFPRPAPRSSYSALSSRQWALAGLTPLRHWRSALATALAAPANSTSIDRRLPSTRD
Target sequence (P9WH11 whole entry, looked up): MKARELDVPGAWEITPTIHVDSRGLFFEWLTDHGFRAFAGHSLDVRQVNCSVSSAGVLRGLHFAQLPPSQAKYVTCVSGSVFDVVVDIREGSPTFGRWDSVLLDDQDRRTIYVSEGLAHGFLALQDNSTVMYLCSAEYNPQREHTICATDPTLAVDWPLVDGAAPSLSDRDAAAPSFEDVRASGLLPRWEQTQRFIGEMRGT
GlmU inhibition: inhibition of mycobacterial GlmU enzyme – biochemical, glucosamine-1-phosphate acetyltransferase (AID 1376) | inhibition, %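 (tested at 30 µM in the primary screen)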, or IC50 in µM where a hit was titrated | 220,000 compounds, 0.25% hits | M. tuberculosis GlmU acetyltransferase enzyme assay; higher % means a stronger effect; in the data active means inhibition above about 13%; inconclusive means no clear call, values can overlap the other calls;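 further: 0% = complete reaction with vehicle and 100% = reaction without substrate; strong numbers were not always called active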
* marks the source's active call; other numbers are inactive results; ? = inconclusive; · = no result given. The list is partial. The share of hits here may be higher or lower than overall.

SMILES	RmlCD inh 1536	GlmU inhibition
CCOC(=O)C1=C(C)NC2=C(C(=O)CC(C)(C)C2)C1c1ccc2c(c1)CCCN2C (stereo not drawn)	·	-1.7%
COC(=O)c1ccc(NC(=O)C2CCN(S(C)(=O)=O)CC2)cc1	·	6.5%
N#Cc1ccccc1NC(=O)CC1CCCCC1	·	-0.3%
COC(=O)N(C)c1ccc(C(O)(C(=O)OC)C(F)(F)F)cc1 (stereo not drawn)	4	-3.0%
O=C(C1CCN(c2nnc(-n3cccc3)s2)CC1)N1CCN(c2cccc(C(F)(F)F)c2)CC1	12	4.7%
COc1ccc(OC)c(-c2cc(C(=O)NCc3cccs3)no2)c1	15	0.0%
Cn1cccc1/C=N/n1c(-c2ccc(C(C)(C)C)cc2)n[nH]c1=S	?	-1.6%
COc1cccc(CC2(CO)CCCN(Cc3cn[nH]c3-c3ccc(F)cc3)C2)c1 (stereo not drawn)	·	-7.0%
CCOC(=O)NN1C(=O)c2ccccc2NC1c1ccc(N(C)C)cc1 (stereo not drawn)	-14	-3.9%
COc1cc(C(=O)c2cocc2C(=O)c2ccc3c(c2)OCO3)cc(OC)c1OC	-6	-5.6%
Cc1cc(Oc2cnn(C(C)(C)C)c(=O)c2Cl)cc(C(C)C)c1	·	-1.2%
O=C1[C@H]2[C@@H](C(=O)N1c1cc(Cl)cc(Cl)c1)[C@]1(C(=O)Nc3ccccc31)N1CCC[C@@H]21	-14	2.1%
O=C1N(Cc2cccc(Cl)c2)C[C@@H]2C[C@@H](c3cccn3-c3ccccn3)N3CCC[C@@]123	-35	-2.6%
CCOC(=O)N1CCN(S(=O)(=O)N(C)C)CC1	-2	1.1%
C=C(C)Cn1c(CCCNC(=O)C(C)(C)C)nc2ccccc21	5	-4.2%
CCCCSc1cc(C)nc2ncnn12	·	8.7%
O=P(c1ccccc1)(c1ccccc1)c1nc(-c2ccc(Cl)cc2)oc1N1CCOCC1	5	-2.1%
COc1cc(-c2cc(=O)c3ccccc3o2)ccc1O	5	-4.7%
Cc1cccc(C)c1NC(=O)C[N+](C)(C)CC(O)COc1cccc2ccccc12 (stereo not drawn)	-18	-6.2%
c1ccc2c(c1)ncc1cccn12	-7	-1.8%
COc1cc(C2=Nc3ccc(Br)cc3C(c3ccccc3)N2CC(=O)NN)cc(OC)c1OC (stereo not drawn)	0	-3.8%
CN(CC(=O)Nc1ccc(N2CCOCC2)cc1)CC(=O)Nc1ccccc1[N+](=O)[O-]	-5	-4.0%
CCNc1ccc(S(=O)(=O)N(C)C)cc1NCC(=O)Nc1c(F)cccc1F	-3	-4.0%
CC1CC(C)CN(CCCNC(=O)c2csc3c2CCCC3)C1 (stereo not drawn)	-2	-5.3%
CCCCNCc1cc(OC)c(OCC(N)=O)cc1Br	·	3.0%
Cc1ccc(C2CC(c3cccc(C)c3)n3ncnc3N2)cc1 (stereo not drawn)	9	-4.0%
Cn1c(=O)c2c(ncn2CC(=O)OCC(=O)Nc2cc(Cl)ccc2Cl)n(C)c1=O	·	4.4%
COc1ccc(OC)c(NC(=S)NCc2cccs2)c1	-8	1.0%
Cc1ccc(S(=O)(=O)n2ccc(-c3ccc(OCc4c(F)cccc4Cl)cc3)n2)cc1	10	-1.7%
Cc1ccc(-c2noc(/C=C/c3ccccc3)n2)cc1	-7	-3.5%
Cn1c(=O)c2c(nc(Oc3ccc4c(c3)OCO4)n2Cc2ccc(Br)cc2)n(C)c1=O	9	5.4%
Cc1c(Cl)cccc1-c1ccc(/C=N/n2cnnc2)o1	-3	0.0%
CC(=O)Nc1cc(C(=O)N2CCN(C)CC2)ccc1Sc1ccc(C)cc1	-1	-1.5%
CC1CCN(C2(O)C(=O)Nc3ccc(Br)cc32)CC1 (stereo not drawn)	10	-2.4%
Cc1ccc(S(=O)(=O)N2c3ccccc3-c3c(ssc3=S)C2(C)C)cc1	-12	-1.0%
O=C(COc1cccc(C(F)(F)F)c1)NCCCN1CCCC1=O	-10	-2.1%
O=C(c1ccc(-c2ccccc2)c(F)c1)C1CCCN(CCCn2cccn2)C1 (stereo not drawn)	·	-7.8%
CCOC(=O)c1ccc(NC(=O)C23CCC(C)(C(=O)O2)C3(C)C)cc1 (stereo not drawn)	·	2.9%
CCOc1ccc(-c2nc(-c3ccccc3C)no2)cc1	·	-2.0%
Cc1ccccc1C(=O)Oc1cc(N)n(S(=O)(=O)c2ccccc2)n1	-7	0.3%
CC(C)=CCC1=C(OCC(=O)O)C(=O)c2ccccc2C1=O	4	3.6%
COc1ccccc1N1CCN(c2nc(N)c(C#N)c(CC#N)c2C#N)CC1	-9	-5.8%
CCC(=O)Nc1ccccc1-c1nnn(CC(=O)N2c3ccccc3CC2C)n1 (stereo not drawn)	2	2.7%
Cc1nc2ccc(S(=O)(=O)NCC(=O)N3CCOCC3)cc2s1	·	-0.3%
CCOc1ccc(C(=O)NCCCN(CC)CC)cc1	6	1.9%
CC1=CC(=O)CC2C1(C)CCC(C)C2(C)CCC(C)CC(=O)O (stereo not drawn)	·	0.1%
COC(=O)[C@H](C)NC(=O)NCc1ccc(S(N)(=O)=O)cc1	-8	6.2%
COc1ccccc1NS(=O)(=O)c1cccc(C(=O)N/N=C/c2c(C)nn(-c3ccccc3)c2N2CCCC2)c1	11	-5.7%
O=C(NCc1ccc2c(c1)OCO2)C1CC(c2cccc(Br)c2)=NO1 (stereo not drawn)	-4	5.5%
O=C(NCCCn1ccnc1)c1cccc(S(=O)(=O)NCc2ccccc2)c1	-8	-4.0%
CCCCC(CCC(=O)Nc1ccc(C(=O)OCC)cc1)C(=O)O (stereo not drawn)	·	3.4%
Fc1ccc2nc(Nc3nc4c(F)cccc4s3)sc2c1	6	3.5%
C/C(=N\NC(=O)c1ccc(CSc2nc(C)cc(C)n2)cc1)c1ccco1	-9	3.7%
Cc1ccc(C2=NN=C(NC(=O)CSc3nnc4c5ccccc5n(C)c4n3)SC2)cc1	-8	-0.3%
Cc1cc(=O)n(C)c(=O)n1CCCCOc1ccc([N+](=O)[O-])cc1	9	-6.2%
CCOc1ccc(N2CC(C(=O)NCCCN3CCOCC3)CC2=O)cc1 (stereo not drawn)	-6	8.4%
O=C(OCC(=O)N1CCN(c2ccccc2)CC1)c1ccc[n+]([O-])c1	5	2.4%
CCC(=O)Nc1ccc(C(=O)Nc2cccc(OC)c2)cc1	15	-1.9%
CC(C)CC(COCc1ccc(Cl)cc1)N1CCN(C(=O)c2cccc(C(F)(F)F)c2)CCC1=O (stereo not drawn)	·	2.4%
CN(C)c1ccc(CNC(=O)C2CCN(S(=O)(=O)c3ccc4c(c3)CCC(=O)N4)CC2)cc1	10	2.0%

(cont.)
SMILES	RmlCD inh 1536	GlmU inhibition
NC(=O)C1CCN(CC(=O)Nc2cccnc2Cl)CC1	-14	-1.5%
O=Nc1c(O)[nH]c2c(F)cccc12	-9	5.0%
Cn1c(SCc2nc(-c3ccccc3)no2)nnc1-c1cccs1	15	-1.4%
Cc1cc(C)nc(N2CCCC(C(=O)NNC(=O)c3ccncc3)C2)n1 (stereo not drawn)	-3	-2.9%
O=C(C1=C[C@@H](c2ccc(C(F)(F)F)cc2)C[C@@H](OCc2ccc(CO)cc2)O1)N1CCN(Cc2ccc3c(c2)OCO3)CC1	·	0.2%
O=C(Nc1nnc(CSCc2ccccc2F)s1)c1cccc([N+](=O)[O-])c1	-4	-0.1%
CCCCOC(=O)C(C)Nc1n[nH]c(=O)[nH]c1=O (stereo not drawn)	-2	-1.0%
COc1ccc(N2CCN(C(=O)c3ccc(C(C)(C)C)cc3)CC2)cc1	4	-5.0%
COC(=O)c1ccc(CN2C(=O)NC3(CCCCC3)C2=O)cc1	4	3.3%
Cc1csc(NC(=O)CSc2nnc(-c3ccc(S(=O)(=O)N4CCCC4)cc3)o2)n1	·	0.3%
CCC(C)N1C(=O)/C(=C\c2cnc(N(C)C)nc2)C(=O)NC1=S (stereo not drawn)	·	0.4%
COc1ccc(/C=C2\N=C3CCCCCN3C2=O)cc1OC	-5	-1.1%
NC(=O)SCC(=O)Nc1ccccc1C(=O)O	36	·
Cc1nc(C(=O)NNC(=O)c2ccc(Cl)cc2)c(C(F)(F)F)o1	2	3.5%
O=C(CN(c1ccc(F)cc1)S(=O)(=O)c1ccc2c(c1)OCCO2)NCc1ccccc1	-5	4.5%
CCNC(=O)OCc1cn(-c2ccc(Cl)cc2)nn1	10	-1.3%
CN1C(C(=O)NCCc2cccs2)CC2Cn3c(nc4ccccc43)C21 (stereo not drawn)	·	-0.8%
C/C(=N\NC(=O)C(=O)N/N=C(\C)c1cccc(O)c1)c1cccc(O)c1	5	1.6%
COC(=O)[C@@H]1[C@H]2C[C@H]3c4[nH]c5ccccc5c4CCN3C[C@@H]2CC[C@@H]1O	·	3.5%
Cn1nnc2cc(C(=O)Nc3ccc4ccccc4c3)ccc21	8	7.1%
O=C(Nc1ccsc1C(=O)NC1CC1)c1ccccc1	-5	2.0%
Cc1nc(-c2ccc(S(=O)(=O)Nc3cc(S(=O)(=O)N(C)C)ccc3C)s2)cs1	13	-1.3%
CCOc1ccc(NC(=O)CSc2nc3nc4c(cc3c(=O)n2CC)COC(C)(C)C4)cc1	1	-0.4%
O=C(N1CCN(c2cccc(Cl)c2)CC1)C1(S(=O)(=O)c2ccc(Cl)cc2)CC1	·	-0.1%
O=C(Nc1ccccc1C(=O)O)c1ccc(Br)o1	2	5.6%
COCOc1ccc(-c2oc3c(C/C=C(\C)CCC=C(C)C)ccc(O)c3c(=O)c2OCOC)c(OCOC)c1	·	1.4%
Cc1ccc(C(=O)Nc2ccc(C)c(S(=O)(=O)N(C)C)c2)s1	-10	-1.3%
Cn1c(=O)oc2cc(S(=O)(=O)NCCC(=O)N3CCc4ccccc4C3)ccc21	0	0.3%
CCOC(=O)c1c(C)n2c3c(cc(C)cc13)CCC2	-8	3.3%
O=C(c1ccc(Oc2ccc(C(F)(F)F)cn2)cc1)N1CCN(c2ccccc2)CC1	-7	2.6%
COc1ccccc1Nc1nc(N)nc(CN2CC(C)CC(C)C2)n1 (stereo not drawn)	8	-2.5%
O=c1[nH]c(=S)[nH]c(O)c1N=Nc1ccc2c(c1)OCCO2	37	-0.6%
COC(=O)c1ccc(COC(=O)CNC(=O)c2ccco2)cc1	10	2.3%
NC(=O)c1c(NC(=O)CN2CCCC2)sc2c1CCCC2	-48	-5.8%
FC(F)c1nnc2c(Cl)cc(C(F)(F)F)cn12	-3	-3.0%
O=C(O)/C=C/C(=O)Nc1ccccc1SC(F)(F)F	38	-8.4%
C=CCNC(=O)c1ccccc1NC(=O)c1ccc(Cl)c(S(=O)(=O)Nc2cc(C)ccc2C)c1	-2	1.6%
Cc1nnc(SCC(=O)NC(=O)NC(C)(C)C)n1N	·	5.6%
COc1ccccc1NS(=O)(=O)c1ccc2c(c1)n(C)c(=O)n2C	·	-11%
COC(=O)[C@@H]1C[C@@]2(O)[C@@H](O)[C@@H](O)[C@@H](O)C[C@H]2N1Cc1cc(OC)cc(OC)c1	·	0.9%

14 compounds already listed, sorted by length of the SMILES, smallest number first:
SMILES	RmlCD inh 1536	GlmU inhibition
CCCCNCc1cc(OC)c(OCC(N)=O)cc1Br	·	3.0%
CCNC(=O)OCc1cn(-c2ccc(Cl)cc2)nn1	10	-1.3%
NC(=O)C1CCN(CC(=O)Nc2cccnc2Cl)CC1	-14	-1.5%
O=C(O)/C=C/C(=O)Nc1ccccc1SC(F)(F)F	38	-8.4%
CCCCOC(=O)C(C)Nc1n[nH]c(=O)[nH]c1=O (stereo not drawn)	-2	-1.0%
CCC(=O)Nc1ccc(C(=O)Nc2cccc(OC)c2)cc1	15	-1.9%
C=C(C)Cn1c(CCCNC(=O)C(C)(C)C)nc2ccccc21	5	-4.2%
Cc1ccccc1C(=O)Oc1cc(N)n(S(=O)(=O)c2ccccc2)n1	-7	0.3%
CCC(C)N1C(=O)/C(=C\c2cnc(N(C)C)nc2)C(=O)NC1=S (stereo not drawn)	·	0.4%
CCC(=O)Nc1ccccc1-c1nnn(CC(=O)N2c3ccccc3CC2C)n1 (stereo not drawn)	2	2.7%
O=C(OCC(=O)N1CCN(c2ccccc2)CC1)c1ccc[n+]([O-])c1	5	2.4%
Cc1cccc(C)c1NC(=O)C[N+](C)(C)CC(O)COc1cccc2ccccc12 (stereo not drawn)	-18	-6.2%
Cc1nc(-c2ccc(S(=O)(=O)Nc3cc(S(=O)(=O)N(C)C)ccc3C)s2)cs1	13	-1.3%
O=C1N(Cc2cccc(Cl)c2)C[C@@H]2C[C@@H](c3cccn3-c3ccccn3)N3CCC[C@@]123	-35	-2.6%

(list continues)
SMILES	RmlCD inh 1536	GlmU inhibition
O=C(CNCc1ccc(F)cc1)Nc1ccccc1-c1ccccc1	-7	-5.1%
Cc1ccc(OCc2nnc(SCCN3CCOCC3)n2C)cc1	-9	-5.5%
CCCOc1ccc(/C=C/C(=O)Nc2ccc([N+](=O)[O-])cc2C)cc1OC	·	1.3%
Cc1ccc(NC(=O)Nc2ccc(F)cc2)cc1Cl	·	-4.4%
COc1ccc(C(=O)CSc2nc3[nH]ncc3c(=O)[nH]2)cc1	-4	2.9%
COC(=O)c1sc2nc(CN3CCN(c4ccc(OC)cc4)CC3)[nH]c(=O)c2c1C	11	-0.8%
Cc1ccc(NC(=S)NC(=O)c2ccc(-c3ccccc3)cc2)cc1	·	5.1%
COC(C[C@H](O)CC(=O)[C@H](C)OCc1ccccc1)OC	·	-1.3%
COc1ccc(NC(=O)/C=C/c2cc(Br)ccc2OC)cc1	·	-0.7%
Cn1nccc1C(=O)N1CCCC(C(=O)c2cccc3ccccc23)C1 (stereo not drawn)	2	2.2%
CCOC(=O)NC(=O)CN1C(=O)NC(C)(c2ccccc2)C1=O (stereo not drawn)	-3	7.5%
Cn1c(Cn2c(=O)sc3ccccc32)nnc1SCC(=O)Nc1cccc(F)c1	-8	5.5%
